Bioassay records from PubChem BioAssay.
Peg3 prom inh – inhibitors of Peg3 promoter | inhibition, % at 20 µM | 360,000 tested, 1.7% active | HeLa PEG-Prom luciferase reporter, luminescence, overnight;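 active = inhibition of at least 50% at 20 µM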
CF NFkB inh – blocks PAF-induced NF-kB reporter in cystic fibrosis cells; KKLEB NF-kB-GFP reporter, GFP fluorescence overnight; inhibition, % at 5 µM; 360,000 tested, 0.86% active; AID 588850;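 active = at least 50% inhibition at 5 µM, scaled per plate between neutral and stimulator controls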;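 note: PAF is a Pseudomonas aeruginosa culture filtrate used as stimulus; plate controls were PAF-stimulated DMSO wells for no effect and unstimulated DMSO wells for full effect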
TRPM1 prom inh – MITF TRPM1 promoter inhibition in SK-MEL-5 cells. SK-MEL-5 TRPM1 promoter luciferase, 24 h. inhibition, % at 12.5 µM. 330,000 tested, 0.83% active. AID 488899;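 active = mean inhibition across replicates of 60% or more, whatever share of single replicates reaches that level; inconclusive = some that reach 60%, reason not given; inactive = mean inhibition across replicates below 60%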; note: values of inactives mirror those of a sister screen read the other way
TROY NFkB inh – inhibitors of TROY-dependent NF-kB signaling; Q293 LMP1-TROYcd NF-kB luciferase reporter, 4 h; inhibition, % at 10 µM; 360,000 tested, 0.98% active; AID 1347056;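 active = compounds whose plate-normalised and pattern-corrected inhibition of the luciferase reporter signal at the single screening dose is 50% or more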
NR2E3 ag-1 – human photoreceptor-specific nuclear receptor agonism; Q9Y5X4; CHO-S Gal4-NCOR/VP16-NR2E3 two-hybrid, luciferase; inhibition of corepressor binding, % at 3.98 µM; 360,000 tested, 0.35% active; AID 602229;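 active = inhibition above the mean of all tested compounds plus 3 SD, cut at about 70% in these data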;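 note: 0% = DMSO with NR2E3 transfected cells and 100% = cells lacking NR2E3 construct; higher means lower luciferase signal from less NR2E3 corepressor binding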
Target sequence (Q9Y5X4 whole entry, looked up, the tested form may be a part): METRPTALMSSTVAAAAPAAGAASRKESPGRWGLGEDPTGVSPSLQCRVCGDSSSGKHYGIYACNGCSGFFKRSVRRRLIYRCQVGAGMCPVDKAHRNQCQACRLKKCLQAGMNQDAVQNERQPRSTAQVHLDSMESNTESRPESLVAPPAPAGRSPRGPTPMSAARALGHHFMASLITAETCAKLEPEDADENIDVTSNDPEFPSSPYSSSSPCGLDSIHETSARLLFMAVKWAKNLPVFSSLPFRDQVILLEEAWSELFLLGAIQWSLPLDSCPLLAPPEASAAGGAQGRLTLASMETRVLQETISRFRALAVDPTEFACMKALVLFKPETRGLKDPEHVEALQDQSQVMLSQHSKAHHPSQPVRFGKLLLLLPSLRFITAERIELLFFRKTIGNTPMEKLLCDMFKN
Shn3 inh set2 – reduces Shn3 3'UTR luciferase signal in osteoblasts. AID 588674. Clone20 osteoblast Shn3 3'UTR firefly luciferase, 24 h. 360,000 tested, 0.52% active. inhibition, % at 12.5 µM;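 active = mean inhibition of at least 75% with every replicate also reaching 75%; inconclusive = mean inhibition at least 75% but some replicate below; inactive = mean inhibition below 75%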;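 note: 0% = median of neutral control wells and 100% = pilot-screen positive control compound; some compounds past the cut are filed as inactive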
HIF-2a block – inhibitors of HIF-2a. 786-0 RCC cells HIF-2a reporter, luciferase luminescence, overnight. inhibition, % at 18.8 µM. 360,000 tested, 0.72% active. AID 624352;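 active = inhibition of the luminescence signal of 40% or more relative to plate controls, in a single-dose primary screen at 18.75 µM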
NR2E3 ag-2 – agonists of human nuclear receptor NR2E3 | AID 2300 | GST-NR2E3/biotin-RetCOR TR-FRET, 1536-well | 320,000 tested, 0.12% active | inhibition of corepressor binding, % at 4.78 µM;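 active = percent inhibition above the cutoff of mean plus 3 SD of all tested compounds, set per screening campaign, cut at about 20% in these data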;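 note: 0% = DMSO wells and 100% = biotin wells as full block of FRET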
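Material: NR2E3–RetCOR corepressor complex / Amount: 1.35 nM GST-NR2E3 / Medium: Tris pH 7.5 / Compound: single nominal compound dose of 4.8 µM / Incubation: 5 h at 4 °C / Technique: TR-FRET, Eu(K)-anti-GST donor, streptavidin-D2 acceptor, ex 340, em 617/671 nm / Read-out basis: percent loss of FRET ratio relative to control wells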
TWEAK Fn14 block – inhibitors of TWEAK-Fn14 interaction signaling; TWEAK-stimulated Fn14 reporter cells, luciferase luminescence, 8 h; inhibition, % at 10 µM; 360,000 tested, 2% active; in the data active = inhibition above about 50%
KKLEB tox – counter-screen for CF NF-kB inhibitors: cytotoxicity | activity change (cytotoxicity), % at 5 µM | 360,000 tested, 0.36% active | KKLEB CF airway cells viability, ATPlite luminescence, overnight; stronger effect = lower value; cells stimulated with P. aeruginosa culture filtrate;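 active = corrected activity change at or below -50% at 5 µM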
TRAIL sens C8 – caspase-8 TRAIL sensitization. NB7+C8 cells + TRAIL, ATPlite viability luminescence. 360,000 tested, 1% active. inhibition (viability loss, TRAIL sensitization), % at 10 µM. AID 624354;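 active = compounds causing at least 50% loss of cell viability in the single-dose screen, relative to plate controls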
Numbers without * were called inactive; ? = inconclusive; . = no result given.

SMILES	Peg3 prom inh	CF NFkB inh	TRPM1 prom inh	TROY NFkB inh	NR2E3 ag-1	Shn3 inh set2	HIF-2a block	NR2E3 ag-2	TWEAK Fn14 block	KKLEB tox	TRAIL sens C8
CCc1ccccc1N1C(=O)/C(=C/c2ccc(N3CCN(C)CC3)o2)C(=O)NC1=S	1.9	-0.3	10.7	17.0	-17.5	-2.9	8.2	-4.8	9.9	3.0	1.1
C[C@]12CCC(=O)C[C@@H]1CC[C@@H]1[C@@H]2CC[C@]2(C)[C@@H](O)CC[C@@H]12	35.9	-6.0	9.9	4.1	-9.7	14.0	3.5	.	-5.7	4.0	-5.7
N#Cc1c(Br)n(C2OC(CO)C(O)C2O)c2ncnc(N)c12 (configuration not stated)	61.1*	73.0*	36.1	10.8	42.7	35.3	-13.4	.	49.3	-23.7	40.3
CCC(C(=O)N1CCC2(CC1)OCCO2)n1c2ccccc2c2nc(=O)cc(C)n21 (configuration not stated)	4.1	2.8	9.2	3.6	11.6	7.1	9.8	2.4	-8.4	14.2	-19.6
Cc1sc2ncn(CC(=O)NCCCC(=O)N3CCC4(CC3)OCCO4)c(=O)c2c1C	17.8	13.6	-7.0	12.7	5.9	5.5	7.3	0.9	-12.9	4.4	5.7
C=C1C(=O)OC2CC3(C)OC3CCC(C)=CC(OC(C)=O)C12 (configuration not stated)	94.7*	91.0*	69.9*	52.4*	-9.4	2.3	15.9	.	75.8*	2.0	7.9
CCOC(=O)c1cccc(NC(=O)c2c(O)[nH]c(=O)[nH]c2=O)c1	25.6	14.7	-0.1	5.6	-48.4	14.7	9.1	2.6	3.6	-4.5	16.4
COC(=O)[C@@H]1N=C(c2ccc(OC)cc2)O[C@]12C(=O)N(Cc1ccc(OC)cc1)c1ccccc12	.	.	.	2.6	19.8	.	-4.3	.	20.2	.	0.8
CCCCc1ccc(C(=O)O)nc1	2.3	-6.1	-8.9	-2.4	-3.0	11.8	2.8	-0.2	-5.1	-4.0	-11.1
Cc1sc2ccccc2c1CC1=NCCN1	2.7	-9.2	-1.3	-16.9	-4.0	7.0	-2.2	-1.5	-5.6	14.8	2.6
Cc1oc(-c2ccccc2Cl)nc1CN1C(=O)CN=C(c2ccccc2)c2ccccc21	25.4	-10.6	.	11.0	-7.0	44.9	8.9	4.5	9.6	11.0	15.5
Cc1ccc(CN2CC3CC(C2)c2cccc(=O)n2C3)cc1 (configuration not stated)	24.4	-11.8	-1.4	13.5	6.1	-3.1	15.3	-1.1	-8.9	-4.8	8.1
C[C@@H]1COc2cc(N3CCN(C)CC3)ccc2S(=O)(=O)N1	.	.	.	-7.6	-8.1	.	1.6	.	17.2	.	-12.2
CCCCOC(=O)c1ccccc1C(=O)OCCCC	-12.4	3.8	-1.5	10.4	11.1	3.5	6.1	4.5	-2.2	-1.4	5.3
O=C(COc1ccc2ccccc2c1)N1CCN(C2CCN(Cc3ccccc3)CC2)CC1	-3.0	0.2	10.0	14.8	0.1	30.4	9.3	-0.2	21.4	-6.5	24.0
Cc1[nH]n(-c2ccccc2)c(=O)c1C(c1ccc([N+](=O)[O-])cc1)c1c(C)[nH]n(-c2ccccc2)c1=O	15.0	54.6*	-3.0	24.8	-34.0	24.7	8.1	4.6	11.7	6.1	1.5
CC1CC(OC(=O)c2ccccc2)CC(C)N1C (configuration not stated)	-1.7	9.5	12.1	12.9	-9.0	-4.0	4.4	2.5	11.1	5.4	1.5
CC(C)CN1Cc2ccccc2-n2nncc2C1	9.9	1.2	.	-8.2	-23.6	9.8	5.3	.	6.1	1.2	-5.2
CN1OCC2Cn3c(nc4ccccc43)C21 (configuration not stated)	-3.1	-3.7	-8.2	5.5	1.4	-6.9	7.7	-1.8	5.1	-6.1	-12.2
O=c1c2ccccc2nc(-c2cccs2)n1-c1cnccn1	-3.3	1.1	0.7	-8.5	-15.2	2.6	7.1	-0.1	4.2	3.4	-9.9
COc1nc2ccccc2c(=O)n1-c1ccc(Cl)cc1	-3.5	-7.6	-9.8	3.8	-1.5	14.3	-11.8	2.6	-0.4	6.8	2.5
O=c1[nH]c(=S)n(Cc2ccc(F)cc2)c(O)c1/C=N/N1CCCCC1	-8.2	20.0	-10.1	7.6	-5.4	11.1	7.2	-2.8	-9.2	6.0	2.3
Cc1ccc(NC(=O)c2cn(CCC#N)nc2-c2ccc3c(c2)OCCO3)c([N+](=O)[O-])c1	15.8	12.6	9.1	0.8	-9.2	8.7	10.6	3.6	4.6	-3.0	-11.6
CCOC(=O)[C@]12Cc3cc(OC)ccc3[C@H]1N(C(C)C)C(=O)c1cc(OC)ccc12	.	.	.	51.6*	-39.8	.	51.8*	.	-7.6	.	54.6*
CCC(=O)N1CC(=O)Nc2ccc(Br)cc2C1c1ccccc1 (configuration not stated)	-11.1	-5.4	10.8	7.7	24.6	-6.1	4.9	0.1	1.2	12.2	-0.3

Next part, starting with the last 3 of the part before.
SMILES	Peg3 prom inh	CF NFkB inh	TRPM1 prom inh	TROY NFkB inh	NR2E3 ag-1	Shn3 inh set2	HIF-2a block	NR2E3 ag-2	TWEAK Fn14 block	KKLEB tox	TRAIL sens C8
Cc1ccc(NC(=O)c2cn(CCC#N)nc2-c2ccc3c(c2)OCCO3)c([N+](=O)[O-])c1	15.8	12.6	9.1	0.8	-9.2	8.7	10.6	3.6	4.6	-3.0	-11.6
CCOC(=O)[C@]12Cc3cc(OC)ccc3[C@H]1N(C(C)C)C(=O)c1cc(OC)ccc12	.	.	.	51.6*	-39.8	.	51.8*	.	-7.6	.	54.6*
CCC(=O)N1CC(=O)Nc2ccc(Br)cc2C1c1ccccc1 (configuration not stated)	-11.1	-5.4	10.8	7.7	24.6	-6.1	4.9	0.1	1.2	12.2	-0.3
C#CC1(OC(=O)c2ccccc2)CC(C)N(C)CC1C (configuration not stated)	10.1	0.3	8.2	-4.5	-11.9	-1.4	8.3	.	10.9	11.1	-22.6
COc1ccc(OCC(=O)Nc2ccc(Cl)cc2C(=O)c2ccccc2)cc1	5.9	1.0	2.9	-22.5	1.2	3.1	4.9	-0.9	-15.4	-3.0	5.8
CN(C)S(=O)(=O)c1cc(NC(=O)COC(=O)Cc2ccccc2)ccc1Cl	-2.1	-14.3	9.7	0.1	7.1	-19.8	16.8	-0.6	-4.0	9.5	-9.2
CC(C)N1CCN(c2ccc(O)cc2)CC1	0.6	13.9	-15.2	-12.1	-27.4	-3.7	8.9	-0.8	16.3	1.9	6.6
CCCCCCCn1c(=O)c(C(=O)Nc2cnccn2)c(O)c2ccccc21	28.7	2.6	55.3	12.9	-8.7	.	-4.7	4.8	17.3	-0.9	6.7
CN1C(=O)C(=Cc2cn(CC(=O)N3CCCCC3)c3ccccc23)C(=O)N(C)C1=O	13.6	-15.2	-13.0	6.6	-43.5	-6.0	15.9	-2.0	2.9	5.2	0.3
CCCc1[nH]nc2c1C1(C(=O)N(Cc3ccccc3)c3ccccc31)C(C(=O)OC)=C(N)O2 (configuration not stated)	18.7	-7.9	-3.9	-2.1	-9.5	-1.3	26.9	-1.3	0.1	23.7	1.2
O=C(O)c1ccccc1-c1ccc(C=C2C(=O)N(c3ccccc3)C(=S)N(c3ccccc3)C2=O)o1	-4.5	4.8	-2.6	-15.4	-32.8	-2.5	-20.5	1.3	9.8	7.4	-3.6
O=C1NC(=O)C(CCc2ccncc2)(Cc2ccc3c(c2)OCO3)C(=O)N1CCc1ccccc1 (configuration not stated)	25.5	-14.1	2.1	10.3	8.4	25.2	1.4	1.1	30.2	-22.0	-8.1
Fc1ccc(CN2CCN(c3ccc(Cl)cc3)CC2)cc1	16.9	-2.4	-3.6	-4.3	-12.4	-0.5	0.1	2.6	-3.1	19.2	2.3
COC(=O)C1=C(c2ccc(OC(F)(F)F)cc2)C[C@@H]2CC[C@H]1N2C(=O)NCCOc1ccccc1Cl	10.0	13.5	-5.2	0.7	24.5	44.8	25.7	0.9	14.4	1.3	7.8
CC1=CC2OC3CC4OC(=O)C=CC=CC(C(C)O)OCC(O)C(C)CC(=O)OCC2(CC1O)C4(C)C31CO1 (configuration not stated)	96.5*	85.5*	89.8*	84.2*	101.5*	93.5*	75.8*	.	99.3*	-51.8*	69.0*
O=P(Oc1ccc(-c2ccccc2)cc1)(N1CC1)N1CC1	-73.8	3.7	-10.5	-17.6	-18.9	-10.6	-18.9	.	-5.4	11.2	8.6
Cc1ccc(N=C(N(C)C)P(=O)(N(C)C)N(C)C)cc1	-4.7	6.9	-8.3	0.2	-25.4	-5.2	11.1	2.3	-7.0	0.7	-1.1
N=c1c[n+](C2CCCCC2)[n-]o1	7.8	-1.5	-8.5	7.4	-1.9	24.9	12.9	1.8	3.9	5.7	-5.9
C[C@]12C[C@@H](O)[C@H](O)CC1=CCC1C2CC[C@]2(C)C(=O)CCC12 (some centres not stated)	1.0	-20.7	-8.5	-15.8	-11.8	8.9	5.6	.	5.1	7.3	7.4
O=C(N=Nc1c(O)[nH]c(=O)[nH]c1=O)C1COc2cc3ccccc3cc2O1 (configuration not stated)	-3.3	10.0	-4.7	3.4	-17.8	-4.4	0.4	0.2	-2.4	-0.5	-0.2
O=C1NC(=O)N(CCNc2ncc(C(F)(F)F)cc2Cl)C(=O)C1/C=N/OCc1c(F)cccc1Cl (configuration not stated)	23.1	-4.9	0.5	-52.6	-22.1	-19.3	18.7	-0.7	0.3	-9.2	6.9
CC1(C)CC[C@]2(C)CC[C@]3(C)C4C[C@@H]5OO[C@@]6(O5)C(CCCC6(C)C)[C@]4(C)CC[C@@]3(C)C2C1 (some centres not stated)	1.2	56.1*	-18.0	5.3	-18.4	14.0	6.8	-1.9	25.4	-1.9	-20.1
CN1Cc2cnnn2-c2ccccc2C1C#N (configuration not stated)	0.5	-3.2	4.0	-1.8	-13.3	-9.1	-1.3	.	0.5	-6.1	-9.3
O=c1[nH]c(=S)[nH]c(O)c1N=Nc1cc2c(cc1[N+](=O)[O-])OCO2	11.9	-38.3	?	3.8	-11.3	-2.4	-4.1	-1.9	-7.0	-3.4	-5.4
COc1ccc(-n2c(/C=C/c3ccc(O)c(O)c3)nc3ccccc3c2=O)cc1	55.0*	-30.4	8.6	-4.7	-2.4	-40.6	18.2	5.8	17.0	-11.3	34.6
CC(C)Sc1nnc([C@@H](N)Cc2c[nH]c3ccccc23)o1	-5.4	-0.3	-0.7	-24.8	-11.8	14.8	-11.1	2.0	12.5	13.1	-4.5
CC(C)CCNC(=O)c1cc(C(=O)c2cc(F)ccc2O)cn(CCC(C)C)c1=O	8.8	6.0	20.1	-20.6	-9.2	9.3	0.2	0.2	-2.9	-1.2	-4.7
CCOC(=O)C1=C(N)OC2=C(C(=O)CC(C)(C)C2)C12C(=O)Nc1ccccc12 (configuration not stated)	13.6	4.1	13.3	2.7	-6.5	-11.9	1.1	1.0	3.9	2.3	-7.0

This is a subset; the hit share may differ from the screen's.
